Screening results (PubChem BioAssay)
RAD54 inh – RAD54 (human) branch migration inhibition; RAD54 Holliday junction branch migration, FAM/BHQ fluorescence; 360,000 tested, 0.14% active; AID 602329; inhibition, % at 10.4 µM;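 active = mean normalized replicate activity at least 40 and at least half of replicates scoring 40 or more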;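 note: 0% = median of neutral control wells and 100% = median of positive control wells; inhibitors cause a drop in the FAM fluorescence signal; in these data hits start at about 50%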
Cneo AK release – causes C. neoformans cell lysis. adenylate kinase release luminescence, 4 h; normalised: neutral wells 0, clomiphene wells 100. lysis activity, % at 15 µM. 360,000 tested, 0.2% active;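 active = mean lysis activity across replicates of at least 80%, whatever share of replicates individually reach that level; inactive = mean lysis activity below 80%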
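Assay system: C. neoformans cells. Amount: yeast cell density of 5 × 10^6 cells/mL. Technique: AK luminescence. Buffer or medium: YPD. Times: static 4 h at 37 °C with compound, 1 h detection. Dosing: single-point compound dose. Read-out: lysis from increased AK signal.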
RAD52 inh – inhibitors of human RAD52 DNA annealing | P43351 | recombinant RAD52 DNA annealing, FRET fluorescence | inhibition, % at 18.7 µM | 360,000 tested, 0.46% active;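 active = every replicate showing at least 50% inhibition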
Target sequence (P43351 whole entry, looked up): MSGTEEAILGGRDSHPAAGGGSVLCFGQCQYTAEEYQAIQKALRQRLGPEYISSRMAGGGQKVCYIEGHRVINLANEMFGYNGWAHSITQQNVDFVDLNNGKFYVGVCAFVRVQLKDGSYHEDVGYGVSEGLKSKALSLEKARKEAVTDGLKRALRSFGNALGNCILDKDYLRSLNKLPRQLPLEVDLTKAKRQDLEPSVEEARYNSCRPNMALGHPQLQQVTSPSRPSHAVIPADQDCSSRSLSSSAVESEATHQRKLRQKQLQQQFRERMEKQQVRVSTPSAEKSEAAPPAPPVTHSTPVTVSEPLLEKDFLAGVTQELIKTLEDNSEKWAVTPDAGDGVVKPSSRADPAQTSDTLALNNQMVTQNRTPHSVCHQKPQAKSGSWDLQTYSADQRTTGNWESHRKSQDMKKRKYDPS
E-selectin induc – induces E-selectin expression in human endothelial cells; 260,000 tested, 0.37% active; P16581; activation, % at 7.58 µM; HUVEC E-selectin immunofluorescence imaging; normalized: neutral wells 0, TNF-alpha wells 100; AID 686992;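 active = mean E-selectin-positive cell signal at least 10% of the positive control, reached in at least 60% of replicates, without over 20% cell loss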;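 note: in these data hits start at about 27%; measured in HUVEC primary endothelial cells; signal is the percent of cells scored E-selectin positive by PE staining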
Target sequence (P16581 whole entry, looked up): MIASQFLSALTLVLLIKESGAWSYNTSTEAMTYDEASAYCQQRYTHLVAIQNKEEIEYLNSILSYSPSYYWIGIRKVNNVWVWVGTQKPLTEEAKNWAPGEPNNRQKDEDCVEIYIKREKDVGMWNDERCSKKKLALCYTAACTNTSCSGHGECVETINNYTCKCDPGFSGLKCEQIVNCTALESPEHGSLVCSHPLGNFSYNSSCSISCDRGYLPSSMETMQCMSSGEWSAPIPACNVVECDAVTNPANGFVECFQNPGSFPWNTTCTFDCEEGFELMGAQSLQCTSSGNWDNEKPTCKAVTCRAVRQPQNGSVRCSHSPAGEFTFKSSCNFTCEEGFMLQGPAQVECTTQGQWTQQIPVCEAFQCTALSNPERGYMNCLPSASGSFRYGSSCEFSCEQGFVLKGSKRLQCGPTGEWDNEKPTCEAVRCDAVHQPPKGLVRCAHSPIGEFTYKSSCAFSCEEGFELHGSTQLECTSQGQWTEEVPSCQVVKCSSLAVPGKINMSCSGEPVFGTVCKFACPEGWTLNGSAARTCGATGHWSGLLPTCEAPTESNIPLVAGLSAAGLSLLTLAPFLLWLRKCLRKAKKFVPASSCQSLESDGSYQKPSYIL
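Read-out basis: % PE-positive cells; Test system: HUVEC primary endothelial cells; Technique: immunofluorescence imaging; Dosing: single-point compound dose.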
PglD DTNB – inhibitors of Campylobacter jejuni PglD acetyltransferase | 360,000 tested, 0.098% active | inhibition, % at 12.5 µM | purified PglD enzyme, DTNB colorimetric CoA detection; in the data active = inhibition above about 16%, passing the limit was not always enough; note: strong numbers were not always called active
miR122 inh – blocks miR-122 activity in Huh7 sensor cells; Huh7 miR-122 Renilla luciferase sensor, 48 h; neutral wells = 0, positive control = 100; activation (reporter increase), % at 12.5 µM; 340,000 tested, 0.3% active;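 active = mean replicate activation score at least 90 and every replicate individually at or above 90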;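 note: higher luciferase means less miR-122 activity so hits act as miR-122 inhibitors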
PGC1a acetyl inh – PGC1a acetylation modulation, inhibitor mode; AID 651687; inhibition, % at 15.6 µM; U2OS PGC1a acetylation, AlphaScreen anti-acetyl-lysine; with virally co-expressed GCN5 acetyltransferase; 350,000 tested, 0.17% active;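 active = every replicate shows inhibition of at least 40%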;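 note: 0% = neutral control wells and 100% = positive control wells; some results beyond the cut were filed as inactive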
ERAP1 inh – blocks human ERAP1 aminopeptidase activity | Q9NZ08 | recombinant ERAP1, Leu-AMC fluorescence, 60 min | inhibition, % at 10.7 µM | 340,000 tested, 0.15% active;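 active = mean replicate inhibition of at least 30%, or all replicates individually reaching that 30% level; inactive = mean below 30% and not every replicate reaching it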;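 note: 0% = neutral control wells and 100% = L-leucinethiol positive control wells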
Active calls of the source: *; x = no result given; [ ] = dose if it differs, or a comment.

Fields – RAD54 inh | Cneo AK release | RAD52 inh | E-selectin induc | PglD DTNB | miR122 inh | PGC1a acetyl inh | ERAP1 inh
1	Cc1cccc(N(CC(=O)NC(C)C)C(=O)c2ccc(N3CCCC3)nc2)c1
→ x | x | 4.2 | -2.1 | x | x | 9.3 | -1.9
2	CC(C)NC(=O)c1ccccc1NC(=O)CN(c1ccc2c(c1)OCO2)S(C)(=O)=O
→ -4.4 | -0.7 | x | x | -2.8 | -1.7 | -14.8 | x
3	COc1ccc(-n2c(SCC(=O)Nc3cccc4ccccc34)nc(O)cc2=O)cc1
→ -4.2 | -11.3 | -17.9 | 0.2 | -3.6 | -9.6 | 1.9 | 4.6
4	CCCN1C(=O)NC2(O)C(=O)c3ccccc3C12O (stereo not drawn)
→ -0.8 | 2.8 | x | x | 5.1 | -3.6 | -8.3 | x
5	C=CCn1c(SCC(=O)N2CCOCC2)nc2c([nH]c3ccccc32)c1=O
→ -1.8 | 0.2 | -8.8 | 0.0 | 0.5 | 5.8 | -4.7 | -2.5
6	Oc1c(Br)cc(/C=N/n2c(-c3ccccc3)n[nH]c2=S)cc1Br
→ 0.8 | 2.3 | -8.0 | x | 1.1 | 6.9 | 12.1 | 0.6
7	Oc1ccc(C(c2nnnn2CCc2ccccc2)N2CCN(c3nc4ccccc4s3)CC2)cc1 (stereo not drawn)
→ 8.6 | -0.6 | 12.3 | x | -15.3 | -2.7 | 2.8 | -4.7
8	COc1ccccc1N1CCN(S(=O)(=O)CCNC(=O)C2CCCC2)CC1
→ -5.4 | 0.6 | 1.7 | -0.2 | -0.6 | x | x | -1.3
9	CCOC(=O)CSC1=C(C#N)C(c2ccccc2OC)CC(=O)N1 (stereo not drawn)
→ 3.2 | 0.5 | -27.6 | 0.1 | 1.9 | 18.1 | -13.4 | 5.4
10	CCc1ccc2nc(SCC(=O)Nc3ccccc3N3CCOCC3)c(C#N)cc2c1
→ x | x | -15.5 | x | x | 14.5 | 0.7 | -0.2
11	Cc1noc(C)c1NC(=O)Nc1ccc2c(c1)CC(=O)N([C@H](C)CO)C[C@H](C)[C@H](CN(C)C(=O)Nc1ccc(F)cc1)O2
→ 7.8 | -3.3 | -6.4 | 10.1 | 2.9 | 6.0[16.7 µM] | 0.4 | -2.5
12	Cc1csc(NC(=O)CSc2nc(=O)cc(N)n2-c2ccc(F)cc2)n1
→ 8.0 | 0.9 | -12.7 | -0.2 | -1.4 | 1.8 | 2.9 | -1.1
13	C=CCn1c(SCc2cc(=O)n3ccsc3n2)nc2ccccc2c1=O
→ -6.3 | 2.0 | -12.0 | x | -1.5 | 4.9 | x | 1.3
14	Cc1cc(C(=O)OCC(=O)NCCN2C(=O)CSC2=O)ccc1[N+](=O)[O-]
→ 7.4 | 0.7 | -2.8 | x | 3.8 | x | x | -5.1
15	Cc1ccc(OCCNC(=O)/C=C/c2ccccc2)cc1C
→ -1.8 | -1.2 | x | -0.1 | -0.7 | -15.1 | -12.6 | x
16	COc1ccc(CN(C)C[C@@H]2Oc3ccc(NC(=O)C4CCCCC4)cc3CC(=O)N([C@H](C)CO)C[C@@H]2C)cc1
→ -3.3 | -5.3 | 4.0 | x | 0.1 | -6.7[16.7 µM] | -5.2 | 3.5
17	COc1ccc(C(=O)C[n+]2cccc3cc(OC)ccc32)cc1
→ 2.6 | -3.0 | -2.6 | 0.3 | -4.6 | -8.1 | 29.1 | 3.0
18	COc1ccccc1N1CCN(C(c2ccc(N(C)C)cc2)c2nnnn2CCc2ccccc2)CC1 (stereo not drawn)
→ -12.6 | -0.4 | x | x | 2.8 | 7.1 | -7.6 | x
19	CCCCc1cc(=O)oc2cc(C)cc(OCC(=O)NCc3ccncc3)c12
→ -15.8 | -3.4 | -12.1 | x | -0.6 | 4.0 | -15.7 | -1.1
20	CCC12CN(C(=O)c3ccc(OC)cc3)CC(CC)(CN(C(=O)c3ccc(OC)cc3)C1)C2=O
→ 12.9 | 1.6 | x | x | -1.1 | -6.4 | 4.7 | x

(list continues)
Fields – RAD54 inh | Cneo AK release | RAD52 inh | E-selectin induc | PglD DTNB | miR122 inh | PGC1a acetyl inh | ERAP1 inh
21	C[C@@H]1CCCCO[C@H](CN(C)S(=O)(=O)c2cn(C)cn2)[C@@H](C)CN([C@@H](C)CO)C(=O)c2cc(NC(=O)NC3CCCCC3)ccc2O1
→ 0.9 | 2.3 | 6.9 | -0.1 | -2.2 | -2.1[16.7 µM] | -0.7 | -1.2
22	C[C@H](CO)N1C[C@H](C)[C@@H](CN(C)Cc2ccc(C(=O)Nc3ccccc3N)cc2)Oc2ccc(NC(=O)Cn3cnnn3)cc2CC1=O
→ -4.5 | -1.8 | -11.0 | -2.7 | -0.4 | 1.9[16.7 µM] | -4.3 | -0.4
23	Cc1noc(C)c1NC(=O)N(C)C[C@H]1Oc2ccc(NS(=O)(=O)c3cccs3)cc2CC(=O)N([C@@H](C)CO)C[C@@H]1C
→ 7.0 | -0.3 | x | -14.0 | 0.1 | -7.3[16.7 µM] | 0.1 | x
24	CCOc1ccc(NC(=S)N(CCc2c(C)[nH]c3ccc(C)cc23)Cc2cccnc2)cc1
→ 5.9 | -0.7 | -11.6 | -0.2 | -2.8 | -6.3 | 12.1 | -0.6
25	Cc1ccc(NC(=O)C(C)OC(=O)Cc2c[nH]c3ccccc23)cc1S(=O)(=O)N1CCOCC1 (stereo not drawn)
→ -10.0 | -1.4 | -6.0 | x | 3.4 | -3.7 | 3.1 | -2.6
26	CSc1nc2nc3c(c(=O)n2[nH]1)CCCC3
→ -8.8 | -1.9 | x | x | 2.4 | 2.5 | -6.1 | x
27	COc1ccc(OC)c(NC(=O)c2ccc3c(c2)C(=O)N(c2ccc(OC(C)=O)cc2)C3=O)c1
→ 6.3 | -1.3 | -14.4 | 0.0 | -2.5 | -3.3 | 2.8 | 2.2
28	CC1Cc2cc(/C(O)=C3/C(=O)C(=O)N(CCCN(C)C)C3c3ccncc3)ccc2O1 (stereo not drawn)
→ -7.4 | 1.0 | x | x | -1.6 | -2.4 | 3.5 | x
29	C[C@H]1CCCCO[C@H](CN(C)C(=O)C2CCCCC2)[C@@H](C)CN([C@@H](C)CO)C(=O)c2cc(NS(C)(=O)=O)ccc2O1
→ 2.2 | -6.4 | 1.7 | 0.0 | -5.6 | 2.5[16.7 µM] | -9.4 | 3.4
30	Cc1nn(C2CCS(=O)(=O)C2)c(Cl)c1/C=C/C(=O)OCC(=O)N(C)C (stereo not drawn)
→ 2.0 | 16.6 | -17.2 | -0.3 | x | -0.9 | 2.1 | -5.6
31	COC(=O)c1ccc2c(c1)c(-c1ccccc1)c(-c1ccccc1)n2C
→ 3.9 | 1.9 | 1.8 | x | -9.0 | 3.5 | -21.6 | x
32	O=S(=O)(c1ccc2ccccc2c1)N1CCN(c2ccc(O)cc2)CC1
→ 7.2 | 5.3 | -20.0 | x | -1.1 | 62.1 | -7.6 | 0.2
33	NS(=O)(=O)c1ccc(NC(=O)C2CCCN(S(=O)(=O)c3ccc(F)cc3)C2)cc1 (stereo not drawn)
→ 3.4 | -1.3 | x | x | 0.4 | -6.4 | -3.2 | x
34	Cc1c(C(=O)Nc2ccccc2)sc2nc(-c3ccccc3)cn12
→ -2.6 | 0.3 | x | x | 4.4 | -0.2 | -35.2 | x
35	O=C(N1CCOCC1)N(CCN1CCOCC1)Cc1cccc2ccccc12
→ -0.2 | 1.2 | x | x | -2.3 | -2.6 | -4.2 | x
36	CN(C(=O)CSc1nccc(=O)[nH]1)C1CCCCC1
→ -1.6 | -0.2 | -17.0 | x | 5.3 | 4.1 | -0.8 | 2.4
37	CC1Cc2nc(SCC(=O)NCC3CCCO3)n(C)c(=O)c2S1 (stereo not drawn)
→ 9.7 | -4.4 | -3.9 | 0.4 | -2.7 | -2.2 | -5.6 | -0.7
38	CN1C(=O)c2cccc3c(S(=O)(=O)NCCc4ccccc4)ccc1c23
→ -2.6 | -1.2 | -15.5 | x | -0.7 | 117.1* | -11.7 | 3.3
39	O=C1CCCCN1CCc1c[nH]c2ccccc12
→ 7.5 | -2.2 | x | x | 1.3 | -2.6 | -1.0 | x
40	CC(=O)Nc1ccccc1NC(=O)C/C(C)=N/NC(=O)C(=O)N1CCCCC1
→ -0.1 | 0.9 | -15.2 | x | 1.3 | 0.7 | 13.4 | 0.9

Whole records, quoted from the list. Screens in order: RAD54 inh, Cneo AK release, RAD52 inh, E-selectin induc, PglD DTNB, miR122 inh, PGC1a acetyl inh, ERAP1 inh
Record of O=S(=O)(c1ccc2ccccc2c1)N1CCN(c2ccc(O)cc2)CC1 → 7.2, 5.3, -20.0, x, -1.1, 62.1, -7.6, 0.2
Record of COc1ccc(OC)c(NC(=O)c2ccc3c(c2)C(=O)N(c2ccc(OC(C)=O)cc2)C3=O)c1 → 6.3, -1.3, -14.4, 0.0, -2.5, -3.3, 2.8, 2.2

(further entries)
Fields – RAD54 inh | Cneo AK release | RAD52 inh | E-selectin induc | PglD DTNB | miR122 inh | PGC1a acetyl inh | ERAP1 inh
41	CCOc1cc(OCC)cc(C(=O)Nc2cccc(C(C)=O)c2)c1
→ -3.7 | 2.9 | x | -0.3 | -4.2 | 0.3 | 0.2 | x
42	C[C@@H]1CN([C@@H](C)CO)C(=O)Cc2cc(NS(=O)(=O)c3cccs3)ccc2O[C@@H]1CN(C)S(=O)(=O)c1cn(C)cn1
→ 1.4 | -3.9 | 18.1 | -0.3 | 0.8 | -2.1[16.7 µM] | -14.6 | -1.7
43	CC1CCCC(C)N1C(=O)COc1ccc(F)cc1 (stereo not drawn)
→ x | x | -5.8 | x | x | -10.5 | 13.3 | -1.0
44	COc1ccc([N+](=O)[O-])c(OC)c1C(=O)NC(=O)Nc1c(F)c(F)c(F)c(F)c1F
→ 2.5 | -0.7 | -6.3 | -1.6 | -3.0 | 4.0 | -11.4 | 1.6
45	COCCN(C(=O)CSc1n[nH]c(-c2ccc(OC)cc2)n1)c1c(N)n(Cc2ccccc2)c(=O)[nH]c1=O
→ 11.4 | -0.3 | -12.0 | x | -2.0 | -4.4 | 2.1 | 1.6
46	Cc1nc(N2CCN(c3ccccn3)CC2)c2c(C)c(C(=O)Nc3ccc(F)cc3F)sc2n1
→ -2.6 | -2.6 | 0.2 | 1.7 | -2.3 | -29.4 | 2.5 | 2.6
47	Cc1nn(CC(=O)Nc2ccc3c(c2)OCO3)c(C)c1[N+](=O)[O-]
→ -4.9 | -0.4 | -5.8 | -0.6 | 2.1 | 1.3 | 13.1 | x
48	O=C(O)CCc1nnc2n(Cc3ccc(F)cc3)c(=O)c3ccccc3n12
→ 4.5 | -3.0 | -12.0 | -0.1 | -1.0 | x | x | x
49	Cc1ccc(Nc2nc(N)nc(CN3CCN(C)CC3)n2)cc1
→ -16.2 | 0.3 | x | x | -0.2 | -6.6 | 5.2 | x
50	O=C(NCC[C@H]1CC[C@H](NC(=O)C2CCOCC2)[C@H](CO)O1)c1ccc(F)cc1
→ -4.7 | -3.6 | 13.2 | -0.4 | 6.8 | x | -12.5 | -1.3
51	COc1ccc(CCNC(=O)CCCCCN2C(=O)[C@@H]3Cc4ccccc4CN3C2=O)cc1OC
→ -1.2 | -1.1 | -2.2 | x | -1.0 | 2.9 | -4.8 | -3.3
52	NC(=O)C1CCCN(S(=O)(=O)c2ccc3ccccc3c2)C1 (stereo not drawn)
→ -6.5 | 2.4 | -15.2 | -0.4 | -0.2 | 4.0 | 2.0 | -2.3
53	CCCC(=O)Nc1ccc2c(c1)OC[C@H](C)N(Cc1ccc(-c3ccccn3)cc1)C[C@@H](C)[C@H](OC)CN(C)C2=O
→ 0.1 | -10.4 | -34.3 | -0.1 | 4.5 | 3.2[16.7 µM] | -32.5 | -3.2
54	Cc1ccc(-c2ccc3c(c2)O[C@H](CN(C)C(=O)Nc2ccc(F)cc2)[C@@H](C)CN([C@@H](C)CO)S3(=O)=O)cc1
→ -5.3 | 1.7 | 6.0 | 0.4 | 2.9 | 18.3[16.7 µM] | -2.5 | -1.9
